# Rab7 wt GTP bind – modulators of GTP binding to Rab7, primary screen, biochemical, wildtype, multiplex bead flow cytometry. Rab7 GTPase wild type (dog), Bodipy-FL-GTP binding. GTP binding activity (percent of control), % at 10 µM. AID 758, 2007. 0.055% of 190,000 active. GST-Rab7 beads, fluorescent GTP binding; actives lie on both sides; untreated = 100%, excess cold GTP = 0%;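 active = fluorescent GTP binding to Rab7 beads changed by at least 20 points from the 100% baseline, either direction, mostly lower; inconclusive = compound itself probably fluorescent, or too few beads counted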;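 also: median green fluorescence of bound Bodipy-FL-GTP per Rab7 bead population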
# Rac1 wt modul – wildtype Rac1 GTP binding modulators, primary screen, biochemical, GST-Rac1 beads, flow cytometry, multiplex | Ras-related C3 botulinum toxin substrate 1 (Homo sapiens), P63000 | fluorescent GTP binding; actives lie on both sides; 0 = cold GTP competed, 100 = untreated | GTP binding activity (% of control), % at 10 µM | 0.27% of 190,000 active;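 active = GTP binding activity at least 20 points away from the 100% control level, either lower or higher; inconclusive = compound flagged as likely green fluorescent, judged across all proteins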
# HRas wt GTP bind – modulators of GTP binding to HRas wildtype, primary screen, biochemical, bead-based flow cytometry, multiplex; GST-Ras wt beads, Bodipy-FL-GTP binding; actives lie on both sides; GTP binding activity, % at 10 µM; 0.14% of 190,000 active; AID 759, 2007;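 active = GTP binding activity at least 20% away from the 100% baseline, either lowered as inhibitor or raised as activator; inconclusive = flagged as likely green fluorescent, judged across all proteins in the well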;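 also: 0% = unlabeled GTP competition control and 100% = no-compound control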
# Target sequence (P01112 whole entry, looked up): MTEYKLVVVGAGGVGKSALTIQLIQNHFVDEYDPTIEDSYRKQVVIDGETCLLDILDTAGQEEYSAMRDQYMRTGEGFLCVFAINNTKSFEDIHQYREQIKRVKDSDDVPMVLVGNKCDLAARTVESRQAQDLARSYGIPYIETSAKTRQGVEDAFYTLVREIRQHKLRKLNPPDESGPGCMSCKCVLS
# Rab2 wt GTP – modulators of GTP binding to Rab2A wildtype, primary screen, biochemical, dog, bead-based flow cytometry, multiplex | 0.19% of 190,000 active | GST-Rab2 wt beads, Bodipy-GTP binding | GTP binding activity, % at 10 µM | AID 760, 2007;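 active = GTP binding activity at least 20 points away from 100%, either lowered or raised; inconclusive = signal likely due to the compound's own green fluorescence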;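 also: 0% = beads with excess unlabeled GTP and 100% = no-compound control corrected for plate trend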
# Cdc42 wt – modulators of GTP binding to wildtype Cdc42, primary screen, biochemical, multiplex bead flow cytometry, Bodipy-GTP. AID 761, 2007. Cell division control protein 42 homolog (Homo sapiens), P60953. GST-Cdc42 beads; actives lie on both sides. percent activity (GTP binding), % at 10 µM. 0.2% of 190,000 active;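 active = percent activity GTP binding at least 20 points away from the 100% baseline, either down as inhibitor or up as activator; inconclusive = compound flagged as likely green fluorescent from well-wide comparison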;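 also: median bead fluorescence of bound Bodipy-FL-GTP at 100 nM; 0% = excess unlabeled GTP control and 100% = no compound control; below 100% means less GTP binding so inhibitor and above means activator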
# Target sequence (P60953 whole entry, looked up): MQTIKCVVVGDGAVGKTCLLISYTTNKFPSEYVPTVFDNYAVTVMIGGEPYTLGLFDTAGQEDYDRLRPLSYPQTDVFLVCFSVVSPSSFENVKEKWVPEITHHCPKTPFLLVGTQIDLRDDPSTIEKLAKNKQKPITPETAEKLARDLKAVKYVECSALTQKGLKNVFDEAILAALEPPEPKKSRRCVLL
# GSH bead fluor – compound fluorescence on glutathione beads, profiling panel, artefact control, biophysical, 488/530 nm, flow cytometry | GSH beads flow cytometry, compound fluorescence 488/530 nm; hits give high values | fluorescence (KMESF) at 10 µM | 0.25% of 190,000 active | AID 1776, 2009; in the data active = fluorescence above about 89;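 also: glutathione beads carrying GST-tagged Bcl family fusion proteins plus one bare bead set; values are compound well signal with DMSO vehicle wells as background; inactives centre near 16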
# Pf gametocyte – late stage P. falciparum gametocyte viability inhibitors, primary screen, ATP luminescence, HTS; P. falciparum stage V gametocytes, 24 h; inhibition, % at 10.9 µM; 0.065% of 150,000 active;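 active = inhibition above the mean plus 3 SD of compounds within the control limits, set per campaign, cut at about 38% in these data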;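 also: 0% = DMSO wells and 100% = medium only without gametocytes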
# Avidin fluor – green autofluorescence of compounds with avidin beads – biophysical, 488/530 nm, flow cytometry, artefact control, profiling panel; 0.38% of 220,000 active; compound fluorescence 488/530 nm; hits give high values; fluorescence (KMESF) at 10 µM; in the data active = fluorescence above about 47; also: inactives centre near 10
# Mcl1-Noxa inh – Mcl-1/Noxa binding inhibitors, primary screen, biochemical, TR-FRET, 1536-well; TR-FRET Mcl-1/Noxa peptide binding, 2 h; Induced myeloid leukemia cell differentiation protein Mcl-1 (Homo sapiens), Q07820; AID 1022, 2008; 1.5% of 220,000 active; inhibition, % at 21.7 µM;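 active = compounds that cut the protein-peptide binding signal by more than 50% relative to plate controls in a single-dose test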;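 also: His-tagged Mcl-1 with rhodamine Noxa BH3 peptide and terbium anti-His antibody; 0% = Mcl-1 plus Noxa peptide wells and 100% = peptide-only wells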
# Target sequence (Q07820 whole entry, looked up): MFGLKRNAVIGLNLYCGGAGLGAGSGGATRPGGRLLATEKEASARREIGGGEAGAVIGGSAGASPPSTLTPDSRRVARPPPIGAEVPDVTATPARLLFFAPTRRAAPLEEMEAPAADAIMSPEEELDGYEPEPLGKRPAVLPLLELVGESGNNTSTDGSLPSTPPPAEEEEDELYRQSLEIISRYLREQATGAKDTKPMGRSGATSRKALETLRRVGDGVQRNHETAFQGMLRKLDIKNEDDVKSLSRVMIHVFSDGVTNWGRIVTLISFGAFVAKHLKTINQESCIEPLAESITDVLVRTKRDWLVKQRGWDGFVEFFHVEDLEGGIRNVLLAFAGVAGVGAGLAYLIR
# Mcl1-Bid inh – Mcl-1/Bid binding inhibitors, primary screen, biochemical, TR-FRET, 1536-well | TR-FRET Mcl-1/Bid-Dy647 peptide binding | inhibition, % at 21.7 µM | 0.97% of 220,000 active;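 active = compounds that cut the binding signal by more than half at the single screening dose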;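 also: His-tagged Mcl-1 with europium anti-His antibody binding Bid BH3 peptide; 0% = Mcl-1 plus peptide wells and 100% = peptide-only wells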
# Rac1 mut GTP – GTP binding modulators of activated mutant Rac1, primary screen, biochemical, bead-based flow cytometry, multiplex, fluorescent GTP. Ras-related C3 botulinum toxin substrate 1 (Homo sapiens), P63000. GST-Rac1 activated beads; actives lie on both sides; 100% means binding = to untreated wells. percent activity (GTP binding), % at 10 µM. 0.11% of 190,000 active;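 active = GTP binding at least 20 percentage points away from the 100% baseline, in either direction, so actives lie on both sides; inconclusive = Compound likely fluorescent itself, or too few beads counted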
# Active calls of the source: *; ? = inconclusive; . = no result given.
SMILES,Rab7 wt GTP bind,Rac1 wt modul,HRas wt GTP bind,Rab2 wt GTP,Cdc42 wt,GSH bead fluor,Pf gametocyte,Avidin fluor,Mcl1-Noxa inh,Mcl1-Bid inh,Rac1 mut GTP
C#CCOc1ccc(/C=N/NC(=O)c2cccnc2)cc1OCC,?,?,?,?,?,18,10,11,2,-14,?
O=C1CC(c2ccccc2)CCc2sccc2N1 (stereo not given),106,106,107,106,107,25,.,9,12,-2,105
COCC(C)NCc1cccc([N+](=O)[O-])c1 (stereo not given),101,103,102,103,101,19,-3,11,14,9,101
O=C(Nc1nnc(C2=COCCO2)o1)c1ccc(S(=O)(=O)N2CCCC2)cc1,106,101,100,100,99,19,15,5,9,-31,99
O=C(Nc1cccc(C(=O)N2CCN(c3cccc(Cl)c3)CC2)c1)c1ccccc1,105,98,98,100,98,13,-20,9,-5,-17,94
O=C(Nc1cnccn1)c1cccs1,104,100,98,96,97,13,-10,26,22,-3,96
COc1ccc(OCCCC(=O)Nc2ccc(N3CCOCC3)cc2)cc1,97,98,97,97,96,14,.,11,17,-30,96
O=C(OCc1ccc2c(c1)OCO2)c1ccc(S(=O)(=O)N2CCCC2)cc1,97,101,100,98,101,22,.,16,-1,-6,102
CCOC(=O)CCCNC(=O)COc1ccccc1C#N,101,101,100,100,101,19,.,3,9,-4,98
COc1ccc2oc(=O)c(/C(C)=N/NC(=O)c3ccncc3)cc2c1,99,105,101,101,109,11,-20,8,5,-26,100
N#Cc1c(-c2ccccc2)cc(-c2ccco2)c(C#N)c1N,106,105,103,103,103,28,.,5,74*,14,101
O=C(CCCN1C(=O)/C(=C/c2ccccc2)SC1=S)Nc1ccccc1O,?,?,?,?,?,26,.,11,9,-22,?
Cn1ncc(Cl)c(Oc2ccc(C(C)(C)C)cc2)c1=O,102,102,102,101,102,13,-7,12,18,-5,100
C/C(Cc1ccccc1)=N\NC(=O)C1CCCCC1,96,102,101,100,103,22,16,14,3,2,101
COC(=O)c1ccccc1NC(=S)NC(NC(=O)c1ccccc1[N+](=O)[O-])C(Cl)(Cl)Cl (stereo not given),?,?,?,?,?,13,.,36,21,-15,?
CCCc1nc(N2CCN(S(=O)(=O)c3ccc(Cl)cc3)CC2)c2c(C)c(C)sc2n1,94,97,93,92,95,15,-2,13,1,4,93
O=S(=O)(Nc1ccc(N2CCOCC2)nn1)c1ccccc1,104,112,105,105,109,8,.,8,3,-30,104
O=C(Nc1ccc(COc2ccccc2)cc1)c1cccc([N+](=O)[O-])c1,97,103,95,96,98,20,.,4,21,1,95
CC(C)c1nc(SCC(=O)N2c3ccccc3CC2C)c2ccccc2n1 (stereo not given),98,96,97,95,96,50,7,7,-16,2,96
FC(F)Oc1ccccc1NC(=S)NCc1ccco1,100,101,98,99,98,23,12,13,-1,-36,97

# Some of the entries so far, with tabs:
Molecule	Rab7 wt GTP bind	Rac1 wt modul	HRas wt GTP bind	Rab2 wt GTP	Cdc42 wt	GSH bead fluor	Pf gametocyte	Avidin fluor	Mcl1-Noxa inh	Mcl1-Bid inh	Rac1 mut GTP
N#Cc1c(-c2ccccc2)cc(-c2ccco2)c(C#N)c1N	106	105	103	103	103	28	.	5	74*	14	101
O=C(CCCN1C(=O)/C(=C/c2ccccc2)SC1=S)Nc1ccccc1O	?	?	?	?	?	26	.	11	9	-22	?

# Continued:
SMILES,Rab7 wt GTP bind,Rac1 wt modul,HRas wt GTP bind,Rab2 wt GTP,Cdc42 wt,GSH bead fluor,Pf gametocyte,Avidin fluor,Mcl1-Noxa inh,Mcl1-Bid inh,Rac1 mut GTP
O=C(C[n+]1cn(C(F)F)c2ccccc21)c1ccc(Br)cc1,95,93,94,94,98,18,-7,7,14,-8,88
Cc1cc(C)cc(NC(=O)N2CCN(C/C=C/c3ccccc3)CC2)c1,101,91,96,95,90,12,2,7,-4,-61,94
COc1cc(C)nc(Oc2ccc(=O)[nH]n2)n1,102,107,103,100,102,41,4,5,11,-32,98
CCOC(=O)c1c(C)n(-c2ccc(C)cc2)c2ccc(OCC(O)CNCCCO)cc12 (stereo not given),106,104,102,104,95,24,8,5,15,-20,98
O=C(OCC(=O)c1ccc(S(=O)(=O)N2CCCC2)cc1)C1=COCCO1,104,103,105,107,105,25,.,10,-11,-32,102
O=C(c1ccc2ccccc2c1)C1CCCN(S(=O)(=O)c2cccnc2)C1 (stereo not given),103,98,99,97,95,25,-17,10,-1,-73,97
COCCNC(=O)c1ccccc1NC(=O)CCSc1ccccc1,102,97,99,97,95,13,-14,9,2,-18,92
Cc1ccc(-n2c(=O)cc(NCc3cccnc3)[nH]c2=O)cc1,106,107,106,105,105,26,6,6,-6,-32,103
OCCCc1nc2ccccc2n1CCc1ccccc1,103,101,98,97,99,14,.,25,-7,-4,97
OCCCc1nc2n(n1)C(c1cccs1)C=C(c1ccccc1)N2 (stereo not given),93,95,94,95,95,17,.,10,37,-30,93
CCOc1ccc(N=C(/C(C(=O)C(=O)N2CCOCC2)=C(\O)c2ccccc2)c2ccccc2)cc1,96,99,98,97,98,13,-19,5,11,-62,97
COc1cccc(OC)c1OCCN1CCN(C(=O)c2ccco2)CC1,104,103,102,101,102,34,5,12,27,6,99
CCCCOC(=O)C(C)Oc1ccc(=O)n(-c2ccccc2)n1 (stereo not given),98,103,98,100,99,16,.,5,-8,-14,99
CC(Oc1ccccc1F)C(=O)Nc1ccc2ccccc2c1 (stereo not given),100,101,103,101,101,10,0,13,-4,-1,98
CCOC(=O)c1c(C)oc2c1c(C=NCC1CCCO1)c(O)c1ccccc12 (stereo not given),98,102,98,101,102,10,.,34,0,-17,100
Cc1ccc(N2CC(=O)N(CC(=O)O)C2=O)cc1,101,98,97,96,93,10,4,6,4,10,95
Cc1cc(=O)[nH]c(SCC2(O)C3CC4CC(C3)CC2C4)n1 (stereo not given),104,108,108,107,110,20,.,14,-10,-26,101
CC(C)=CC(=O)OCC(=O)NC1CCCc2ccccc21 (stereo not given),97,98,99,98,98,9,12,11,7,-9,92
CCC(C)NC(=O)c1cn(CC)c2ccc(S(=O)(=O)N(C)C)cc2c1=O (stereo not given),101,103,101,101,100,14,.,27,0,26,96
CC12CN3CC(=O)N4CC5(C)CN(CC(C)(C4)C5=O)C(=O)CN(C1)CC(C)(C3)C2=O,96,98,96,95,98,8,-7,9,13,-61,95
S=C1N(c2ccccc2)C(c2ccc(Cl)cc2)N2CCCN12 (stereo not given),99,103,105,105,107,18,.,7,-5,-9,101
O=C(CS(=O)(=O)c1ccc(Cl)cc1)NCCS(=O)(=O)c1ccc(Cl)cc1,101,92,94,94,95,15,-9,6,10,-8,92
O=C(Nc1cccc([N+](=O)[O-])c1)c1ccc2c(c1)OCO2,98,104,98,97,99,5,10,4,-10,-15,100
COc1ccc(S(=O)(=O)NC2CCCC2)c(Cl)c1Cl,92,96,95,95,95,18,.,2,0,-19,94
N#Cc1cc2c(nc1Cl)CCCC2,94,103,97,96,100,4,.,13,-16,-2,98
CN(Cc1ccccc1)S(=O)(=O)c1ccc(OCC(=O)N2CCOCC2)cc1,97,94,96,94,95,11,.,38,15,-1,91
Cc1cc(S(=O)(=O)NC2CCCCC2)ccc1OCC(=O)N1CCOCC1,97,106,105,104,106,17,.,38,3,1,101
CN1CCN(C(=O)c2c(NC(=O)c3ccco3)sc3c2CCC(C(C)(C)C)C3)CC1 (stereo not given),102,102,102,102,102,14,-43,29,7,-14,99
COC(=O)C1=C(C)NC(=O)CC1c1cccc(Cl)c1Cl (stereo not given),97,107,103,101,101,20,.,5,-2,-7,102
Cc1cccc(-c2nnc(SCc3ccc(C#N)cc3)n2Cc2ccco2)c1,94,95,96,98,97,17,.,18,-1,-18,94
Clc1ccc2oc(-c3ccccc3)cc(=NCCCN3CCOCC3)c2c1,106,105,100,100,105,12,-10,11,34,-11,99
CN1C(=O)NC(c2ccc(O)cc2)C2=C1CN(c1cccc3ccccc13)C2=O (stereo not given),?,?,?,?,?,10,.,28,7,-32,?
N#Cc1ccccc1OCC(=O)NC(N)=O,105,108,105,104,103,11,-26,8,-16,-18,103
CCC1CCCCN1C(=O)c1ccc(OC2CCN(C(=O)C3CC3)CC2)cc1 (stereo not given),101,99,95,97,97,11,13,13,15,-18,96
Cc1c(C(=O)Nc2ccc3oc(-c4cccnc4)nc3c2)oc2ccccc12,98,99,98,97,99,14,16,9,-10,15,98
COc1ccc(Cl)cc1NC(=O)CSc1nc(N2CCCCC2)nc(N2CCCCC2)n1,97,99,97,97,97,27,10,6,26,-15,96
Clc1ccc(-c2csc(N/N=C\c3cccnc3)n2)cc1,103,104,99,98,101,10,.,6,16,-46,99
CCCCCn1c(NCc2ccco2)nc2ccccc21,99,101,99,101,100,26,.,9,27,-13,96
C/C(=N/NS(=O)(=O)c1ccccc1)c1ccc(Cl)cc1,98,96,94,95,97,28,23,7,18,-26,94
COc1ccc(C)cc1NC(=O)Nc1cccc(C)c1,98,97,96,95,93,14,-24,8,19,10,93
CCN(CC)C(=O)CSc1nc2ccccc2c(=O)[nH]1,99,100,101,99,99,32,.,5,3,-6,98
CN(Cc1cccs1)C(=O)CCc1ccc(S(=O)(=O)N2CCOCC2)cc1,106,113,104,102,106,14,.,11,1,-11,103
COc1ccccc1-c1ccc(SCc2ccc([N+](=O)[O-])cc2)nn1,101,99,97,98,98,11,-14,5,-4,-25,99
COc1ccc2nc(CC(C)(C)CC(=O)O)c[n+]([O-])c2c1,103,105,104,104,105,14,.,28,-14,1,101
CCSc1nnc(NC(=O)[C@@H](NC(=O)c2cccc(C)c2)C(C)C)s1,100,101,101,96,104,14,.,5,-5,-58,98
CCOC(=O)c1sc2nc(SC)nc(-c3ccccc3)c2c1N,96,95,94,93,94,36,.,4,9,12,93
CCN(Cc1ccccc1)C(=O)CCCOc1ccccc1,99,99,99,101,101,35,.,15,0,-2,98
Cc1ccc(C2(c3noc(CN4C[C@@H](C)O[C@@H](C)C4)n3)CCCC2)cc1,104,99,98,98,94,12,-12,3,10,11,93
CC(=O)C1=C(C)NC2=C(C(=O)c3ccccc32)C1c1ccccc1 (stereo not given),97,106,98,100,101,15,4,9,12,-17,97
